USP1 inh = inhibitors of human USP1/UAF1 deubiquitinase | 0.23% of 390,000 active | recombinant USP1/UAF1, Ub-Rhodamine cleavage fluorescence | O94782 | Potency, µM (series often up to 57.1 µM), for the others: top-dose activity change, negative = inhibition, usual class: inhibitors; note: potency is the fitted concentration of half-maximal effect; % is set by controls: 0 for no effect and ±100 for the full control effect; nearly all actives have a fitted effect of over 60% in size; inactives centre near -12
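1 nM enzyme complex + cpd, 15 min RT; start with Ub-Rho 150nM final; kinetic fluorescence ex 480/em 540, 6 reads q60 s. Buffer 50mM HEPES pH 7.8, 0.5mM EDTA, 0.1 mg/ml BSA, 1mM TCEP, 0.01% Tween-20.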
PI4K2A block = inhibitors of human PI4K2A | activity change, negative = inhibition, % at 76.9 µM | Q9BTU6 | purified PI4K2A, ADP-Glo luminescence, 1 h; hits give low values | AID 1346378 | 0.13% of 420,000 active; in the data active = activity change below about -50%; inconclusive = mostly about -30% to -49%;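 note: -100% = wells without enzyme as full effect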
Target sequence (Q9BTU6 whole entry, looked up): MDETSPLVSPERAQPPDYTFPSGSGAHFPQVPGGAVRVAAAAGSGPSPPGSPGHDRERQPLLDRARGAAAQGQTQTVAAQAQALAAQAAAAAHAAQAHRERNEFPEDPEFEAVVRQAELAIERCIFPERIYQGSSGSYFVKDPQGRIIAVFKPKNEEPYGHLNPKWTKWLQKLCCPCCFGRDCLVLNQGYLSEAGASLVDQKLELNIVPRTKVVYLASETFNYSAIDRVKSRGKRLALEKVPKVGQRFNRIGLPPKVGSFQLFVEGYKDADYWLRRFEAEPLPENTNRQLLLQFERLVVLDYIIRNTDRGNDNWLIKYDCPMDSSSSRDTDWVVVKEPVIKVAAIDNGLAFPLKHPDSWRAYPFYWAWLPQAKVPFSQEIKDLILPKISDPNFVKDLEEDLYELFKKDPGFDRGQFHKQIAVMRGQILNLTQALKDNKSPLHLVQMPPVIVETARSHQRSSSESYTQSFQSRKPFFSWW
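PI4K2A activity was measured by ADP-Glo luminescence: enzyme (4 ug/mL stock) and phosphatidylinositol (1.2 mM stock) in Tris pH 7.5/MgCl2/EGTA/Triton X-100 buffer were reacted with ATP (300 microM stock) for one hour at ambient temperature.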
Pin1 inh = human Pin1 inhibition; AID 504891; Pin1 FP peptide displacement, HiFluor488, 10 min; Q13526; Potency, µM (top dose mostly 115 µM), without a hit: at the highest dose activity, negative = inhibition, usual class: inhibitors; 0.009% of 390,000 active; active = well fitted inhibition curve with a large enough effect in the polarisation, with a control signal flat, not every such curve was filed as active; inconclusive = small, poorly fitted or top-dose-only effect, or effect the other way, or a change in a side signal; inactive = no such curve, though single readings can be large or run the other way; the % refers to the polarisation; note: potency is the fitted concentration of half-maximal effect; % is set by controls: 0 for no effect and ±100 for the full control effect
Target sequence (Q13526 whole entry, looked up): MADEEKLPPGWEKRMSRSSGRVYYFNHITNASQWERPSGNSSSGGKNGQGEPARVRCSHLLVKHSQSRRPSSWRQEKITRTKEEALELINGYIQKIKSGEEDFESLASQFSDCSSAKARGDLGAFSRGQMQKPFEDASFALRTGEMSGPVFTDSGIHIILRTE
GLS inh = glutaminase GLS (human) inhibition | AID 624170 | GLS enzymatic activity, qHTS titration | Potency, µM (highest dose often 45.5 µM), for inactives: at the highest dose activity change, negative = inhibition, usual class: inhibitors | O94925 | 0.21% of 410,000 active; note: potency is the fitted concentration of half-maximal effect; % is set by controls: 0 for no effect and ±100 for the full control effect
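hKGA in 45 mM KH2PO4 (pH 8.2), 0.02% Tween-20 with compound, then 1mM L-Glutamine (stock as added) plus glutamate oxidase/HRP/Amplex red coupling mix. Fluorescence read initially and after 30 min at RT; signal change reflects glutamate formation.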
IDH1 R132H inh = blocks human mutant IDH1 R132H enzyme | 0.093% of 390,000 active | IDH1-R132H enzyme, NADPH consumption, diaphorase/resazurin fluorescence | O75874 | Potency, µM (series often up to 76.6 µM), inactives show at the highest dose activity change, negative = inhibition, actives largely listed as inhibitors; note: potency is the fitted concentration of half-maximal effect; % is set by controls: 0 for no effect and ±100 for the full control effect; nearly all actives have a fitted effect of over 65% in size
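IDH1-R132H (0.5 ug/mL) preincubated 30 min with compound, then NADPH (0.016 mM) and alpha-KG (2 mM) added; 80 min at RT, pH 7.5. Remaining NADPH coupled via diaphorase/resazurin to fluorescence (540/590 nm); concentration-response curves normalized to no-enzyme control.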
TrxR1 inh = inhibitors of rat thioredoxin reductase 1; O89049; recombinant rTrxR1, NADPH fluorescence consumption, selenite substrate; Potency, µM (highest dose often 114 µM), for the others: top-dose activity change, negative = inhibition, most hits filed as inhibitors; 1% of 390,000 active; AID 588453; note: potency is the fitted concentration of half-maximal effect; % is set by controls: 0 for no effect and ±100 for the full control effect; nearly all actives have a fitted effect of over 65% in size
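Rat TrxR1 (90 nM in the dispensed reagent) was pre-reduced with 400 uM NADPH for 5 min at room temperature, then incubated with compound for 15 min. After 400 uM selenite was added, NADPH fluorescence (Ex 340/Em 450 nm) was followed for 8 min.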
Tb PGK inh = T. brucei PGK inhibition | PGK/GAPDH coupled, Kinase-Glo luminescence, 60 min | AID 602233 | 0.043% of 380,000 active | P07378 | Potency, µM (highest dose often 57.5 µM), for the others: at the top dose activity change, negative = inhibition, hits mostly inhibitors; note: potency is the fitted concentration of half-maximal effect; % is set by controls: 0 for no effect and ±100 for the full control effect; nearly all actives have a fitted effect of over 60% in size
Target sequence (P07378 whole entry, looked up): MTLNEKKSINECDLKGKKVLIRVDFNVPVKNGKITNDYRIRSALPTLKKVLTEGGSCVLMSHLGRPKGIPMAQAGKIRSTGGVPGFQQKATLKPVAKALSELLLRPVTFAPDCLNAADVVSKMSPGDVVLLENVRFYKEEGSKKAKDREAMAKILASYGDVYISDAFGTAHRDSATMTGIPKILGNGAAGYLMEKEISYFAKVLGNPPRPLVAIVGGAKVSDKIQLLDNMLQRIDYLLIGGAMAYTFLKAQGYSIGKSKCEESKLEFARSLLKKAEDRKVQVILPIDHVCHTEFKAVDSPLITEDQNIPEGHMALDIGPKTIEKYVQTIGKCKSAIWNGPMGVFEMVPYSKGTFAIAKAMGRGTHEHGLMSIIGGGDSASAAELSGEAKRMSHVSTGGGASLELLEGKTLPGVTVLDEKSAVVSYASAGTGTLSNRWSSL
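Recombinant glycosomal PGK reaction used 1,3-bisphosphoglycerate generated in-well by GAPDH (100nM final) in 100mM TEA pH 7.6, 5mM MgCl2, 0.01% Tween-20. After 60 minutes at room temperature, ATP was read by Kinase-Glo Plus luminescence end-point.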
HP1b binding inh = blocks HP1-beta chromodomain binding to methylated histone tails; P83916; AlphaScreen HP1-beta / biotin-H3K9me3 peptide binding; Potency, µM (titrated, usually from 114 µM), for the others: at the top dose activity change, negative = inhibition, hits mostly inhibitors; 0.56% of 390,000 active; note: potency is the fitted concentration of half-maximal effect; nearly all actives have a fitted effect of over 70% in size; inactives centre near 23
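Compound inhibition of the preformed complex between 50 nM HP1-beta and 50 nM biotinylated H3K9me3 peptide was read by AlphaScreen. Buffer was PBS pH 7.4 with 0.01% Tween-20. Incubations ran 30 min at room temperature, with 10 ug/mL donor/acceptor beads.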
TrxR1 substrate = substrates of rat thioredoxin reductase 1 | O89049 | purified TrxR1 substrate turnover, NADPH consumption readout | Potency, µM (doses to about 114 µM), for inactives: top-dose activity change, negative = substrate turnover | 0.01% of 390,000 active; note: potency is the fitted concentration of half-maximal effect; % is set by controls: 0 for no effect and ±100 for the full control effect; nearly all actives have a fitted effect of over 50% in size
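Rat TrxR1, dispensed at 90 nM, was prereduced with 400 uM NADPH (final) for 5 min at ~22 deg C, then incubated with compound 15 min before 400 uM selenite. A first-read NADPH fluorescence drop versus no-compound background flagged substrates.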
* hit, by the source's call; i = inactive; ? = inconclusive; . = not tested or not shown; [ ] = dose if it differs, or a comment. Unless noted, calls come from the whole dose curve; as a rule, active = well fitted curve in the direction sought with a large enough effect; inconclusive = small, poorly fitted or top-dose-only effect, or another doubt; inactive = no such curve, though single readings can be large; an effect the other way counts as inactive or inconclusive. This is a subset; rates above refer to the full screens.

SMILES	USP1 inh	PI4K2A block	Pin1 inh	GLS inh	IDH1 R132H inh	TrxR1 inh	Tb PGK inh	HP1b binding inh	TrxR1 substrate
COc1ccc(NC(=O)COC(=O)c2ccc(F)cc2F)cc1	-7.1%	1.6	0.9%	-3.9%	-2.0%	22.5%[57.1 µM]	-4.6%	26.6%	0.5%[57.1 µM]
CCc1ccccc1NC(=O)CCNS(=O)(=O)c1ccc2c(c1)CCC(=O)N2	-31.4%	0.4	2.1%	-3.7%	-2.6%	21.0%	-4.6%	47.9%[activator]	3.6%
O=C(c1ccccc1Sc1ccc([N+](=O)[O-])cc1Cl)N1CCOCC1	-2.2%	9.4	-2.5%	14.0%	14.1%	-0.4%[57.1 µM]	4.0%	9.2%	-5.1%[57.1 µM]
C/C(=N\Nc1cc(N2CCOCC2)ncn1)c1ccccc1	-8.8%	-18.1	-5.6%	16.0%	-7.4%	-6.7%	2.0%	8.5%	-8.5%
CC[C@@H](C)C(NC(=O)OC(C)(C)C)c1cn([C@@H](Cc2cc3ccccc3[nH]2)C(=O)N2CCN(C(=O)OC(C)(C)C)CC2)nn1 (some centres not stated)	-21.5%	4.8	4.1%	-6.1%	-13.7%	13.5%[57.1 µM]	-8.7%	20.1%	-3.1%[57.1 µM]
Cc1cc(Oc2ccc(N)cn2)ccc1Cl	-14.7%	4.1	4.2%	-1.5%	7.0%	4.8%[57.1 µM]	6.4%	-2.2%	6.6%[57.1 µM]
Cc1cccc(-n2c(SCC(=O)Nc3cccc(S(=O)(=O)NC4=NCCCCC4)c3)nc3ccccc3c2=O)c1C	-4.3%	1.1	15.9%	4.4%	2.3%	15.1%	4.5%	14.0%	-0.1%
O=C(CCCOc1ccc(Cl)cc1Cl)N/N=C/c1ccc(Cl)cc1	-7.1%	-2.0	1.7%	?	4.6%	0.3%	i	?	-10.2%
Cc1c(-c2cc(C(=O)O)on2)cnn1C	-10.2%	-5.2	-11.7%	-2.1%	1.6%	23.1%	-2.9%	37.0%	2.1%
C=CCn1c(SCC(=O)Nc2nc(C)cs2)nnc1C(CO)NC(=O)c1ccccc1 (configuration not stated)	-2.6%	0.4	-5.5%	2.8%	3.5%	8.8%[57.1 µM]	-2.6%	21.8%	-4.8%
O=C(c1ccncc1)N(c1ccc2oc3c(c2c1)CCCC3)S(=O)(=O)c1ccc(F)cc1	-7.6%	8.1	6.5%	4.6%	5.4%	5.3%[57.1 µM]	1.4%	4.3%	1.0%[57.1 µM]
CCOc1ccc(C(=O)NCC(=O)NC(C)CCc2ccccc2)cc1OCC (configuration not stated)	-25.0%	2.2	2.9%	-3.4%	0.0%	16.5%	-0.8%	28.9%	-1.3%
CCOC(=O)c1cnc2c(ccc3ccccc32)c1Nc1cccc(OC)c1	-27.4%	4.5	0.3%	6.9%	-12.7%	6.8%	-6.1%	87.3%[activator]	1.7%
Cc1cc(C)n(-c2nnc3c4ccccc4n(C)c3n2)n1	-12.5%	-7.6	-1.4%	-3.0%	-7.1%	0.6%	-0.2%	41.4%[activator]	-9.3%
COc1cccc(NC(=O)C2CC(=O)N(C)C(=Nc3cccc(F)c3)S2)c1 (configuration not stated)	-3.9%	0.3	-0.5%	19.2%	5.3%	5.9%	-10.8%	15.7%	-3.3%
O=[N+]([O-])c1ccc(C2(O)CN(c3ccccc3)C3=[N+]2CCS3)cc1 (configuration not stated)	-4.3%	-4.8	?	0.0%	1.2%	13.8%[57.1 µM]	-3.8%	21.9%	-7.8%
COCC(=O)N/N=C\c1ccc(OC/C=C/c2ccccc2)c(OC)c1	-3.2%	2.3	0.7%	0.0%	-2.4%	-6.4%	-1.3%	21.4%	13.4%
O=S(=O)(Cc1ccccc1)Nc1ccc(S(=O)(=O)NCC2CCCO2)cc1 (configuration not stated)	-12.2%	-5.0	-11.5%	2.2%	6.0%	5.1%	-9.3%	19.2%	3.4%
O=C1CCC(=O)O1	-9.7%	0.4	-0.5%	-1.4%	-9.5%	17.6%	2.4%	12.8%	6.3%
Cc1ccc(NS(=O)(=O)c2ccc3c(c2)NC(=O)CC(=O)N3)cc1C	-25.5%	-16.6	-2.8%	1.3%	-7.2%	5.6%	i	32.6%	0.2%
COc1ccc2cc(C(N)=O)c(=Nc3ccccc3)oc2c1	-5.9%	-7.0	-1.0%	4.0%	-17.1%	7.9%	i	4.0%	1.7%
CC1=C(C(=O)NCc2ccccc2)C(c2cccs2)n2ncnc2N1 (configuration not stated)	3.4%	-7.6	3.5%	21.7%	-5.7%	-13.1%	1.6%	31.7%	-11.3%
CN1CC(=O)N(CC(=O)Nc2cc(Cl)cc(Cl)c2)C1=O	-11.7%	3.2	-0.1%	0.4%	-1.2%	-2.4%	-0.2%	33.5%[activator]	-0.7%
O=C(Cn1nnc2ccccc21)NNC(=S)NC1CCCCC1	-19.9%	-4.9	-15.3%	18.8%	0.0%	0.1%	-0.8%	45.2%	4.9%
COCCNC(=O)c1c[nH]c2ccc(S(=O)(=O)N3CCc4ccccc43)cc2c1=O	?	6.8	5.0%	0.0%	1.4%	1.8%[57.1 µM]	7.8%	27.8%	-4.6%[57.1 µM]
Cc1cc(C)nc(NC(=O)CCC2CCCC2)c1	-16.1%	-0.2	-1.7%	15.9%	15.7%	-7.0%	i	59.7%[activator]	-4.3%
CCN(CC)C(=O)C1CCN(S(=O)(=O)c2ccc3oc4ccccc4c3c2)CC1	-19.7%	4.6	0.4%	0.7%	2.4%	3.6%	.	6.2%	6.1%
C=CCOC(=O)C1=C(C)NC(SCC)=C(C#N)C1c1ccc(Cl)cc1 (configuration not stated)	-14.5%	0.0	?	12.6%	-4.0%	11.7%	-4.8%	142.5%[activator]	10.0%
Cc1cnn2c(C3CC3)ccnc12	-4.3%	6.3	-4.7%	-13.0%	7.9%	24.6%[57.1 µM]	-8.5%	29.0%	-6.2%[57.1 µM]
CCCCN(CCCC)S(=O)(=O)c1ccc(NC(=O)c2ccc([N+](=O)[O-])cc2Cl)cc1	-11.1%	-4.1	6.8%	-7.0%	-4.0%	13.7%	-3.9%	-3.1%	-8.2%
C=CCn1c(SCC(=O)N(C)C2CCS(=O)(=O)C2)nnc1-c1ccccc1 (configuration not stated)	-0.6%	0.1	-6.4%	0.0%	-8.5%	0.6%[57.1 µM]	-1.7%	-11.7%	-2.4%[57.1 µM]
CCOc1ccccc1C(=O)Nc1ccc2nc3n(c(=O)c2c1)CCCCC3	-11.7%	-2.5	-0.4%	0.0%	-5.5%	17.6%	1.0%	45.8%[activator]	6.0%
Cc1ccc(S(=O)(=O)N=Nc2c(O)[nH]c3ccccc23)cc1C	-4.4%	8.4	-6.4%	13.7%	46.5µM*	-16.7%[57.1 µM]	6.3%	47.1%[activator]	-6.2%[57.1 µM]
COc1ccc(F)cc1S(=O)(=O)Nc1ccc2c(c1)OCCO2	-15.0%	4.0	-1.6%	24.3%	7.6%	20.8%[57.1 µM]	-3.6%	48.8%	10.7%[57.1 µM]
NC(=O)CC1SC(N)=NC1=O (configuration not stated)	-19.0%	0.8	-4.7%	8.9%	5.3%	-8.3%	-4.4%	50.5%	-6.3%
CCCN1CCN(S(=O)(=O)c2cn(C)nc2C)CC1	-28.5%	-3.0	?	1.3%	5.8%	3.3%	i	31.9%	3.0%
Cc1cccc2nc(CSc3nncn3-c3ccccc3)cn12	-12.6%	4.8	-1.8%	-2.8%	2.9%	-7.7%	-4.7%	34.2%	-3.8%
CCN1CCN(c2ccc(NC(=O)CC3OC(=O)c4ccccc43)cc2C)CC1 (configuration not stated)	-1.3%	-0.2	.	7.1%	-1.5%	.	9.0%	.	.

Molecules from the list above that contain an aryl methoxy group (six):
SMILES	USP1 inh	PI4K2A block	Pin1 inh	GLS inh	IDH1 R132H inh	TrxR1 inh	Tb PGK inh	HP1b binding inh	TrxR1 substrate
COc1ccc(NC(=O)COC(=O)c2ccc(F)cc2F)cc1	-7.1%	1.6	0.9%	-3.9%	-2.0%	22.5%[57.1 µM]	-4.6%	26.6%	0.5%[57.1 µM]
CCOC(=O)c1cnc2c(ccc3ccccc32)c1Nc1cccc(OC)c1	-27.4%	4.5	0.3%	6.9%	-12.7%	6.8%	-6.1%	87.3%[activator]	1.7%
COc1cccc(NC(=O)C2CC(=O)N(C)C(=Nc3cccc(F)c3)S2)c1 (configuration not stated)	-3.9%	0.3	-0.5%	19.2%	5.3%	5.9%	-10.8%	15.7%	-3.3%
COCC(=O)N/N=C\c1ccc(OC/C=C/c2ccccc2)c(OC)c1	-3.2%	2.3	0.7%	0.0%	-2.4%	-6.4%	-1.3%	21.4%	13.4%
COc1ccc2cc(C(N)=O)c(=Nc3ccccc3)oc2c1	-5.9%	-7.0	-1.0%	4.0%	-17.1%	7.9%	i	4.0%	1.7%
COc1ccc(F)cc1S(=O)(=O)Nc1ccc2c(c1)OCCO2	-15.0%	4.0	-1.6%	24.3%	7.6%	20.8%[57.1 µM]	-3.6%	48.8%	10.7%[57.1 µM]
